# AGP1 TOR yeast: alters AGP1-GFP fluorescence in TOR pathway yeast screen | GFP response vs DMSO, % at 10 µM | 320,000 tested, 0.02% active | S. cerevisiae AGP1-GFP multiplex flow cytometry, 3 h; GFP as percent of DMSO wells;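 active = GFP response relative to DMSO above a set limit, near screen average plus 3 SD, cut at about 150% in these data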;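 note: median GFP channel fluorescence of the gated AGP1 strain per well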
# GRK2 aptamer HTS: human GRK2 inhibition via aptamer displacement | P25098 | bead flow cytometry, FAM-aptamer displacement from GRK2 | inhibition of aptamer binding, % at 10 µM | 330,000 tested, 0.59% active | AID 488847;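 active = inhibition of aptamer binding above 40%, roughly 3 SD of noise, on plates passing a quality check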;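 note: median bead fluorescence of bound FAM aptamer so fluorescent compounds give negative values; no value below 0 was filed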
# MCL1 BIM primary: inhibitors of human MCL1 binding to BIM-BH3 peptide; Q07820; GST-MCL1 / FITC-Bim-BH3 fluorescence polarization; inhibition, % at 10.9 µM; 320,000 tested, 0.68% active; AID 2057;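 active = inhibition above the mean inhibition of all tested compounds plus 3 SD, set per campaign, cut at about 40% in these data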;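 note: 0% = DMSO wells and 100% = unlabeled Bim-BH3 peptide control; higher means more loss of mP so more displacement of Bim peptide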
# Target sequence (Q07820 whole entry, looked up): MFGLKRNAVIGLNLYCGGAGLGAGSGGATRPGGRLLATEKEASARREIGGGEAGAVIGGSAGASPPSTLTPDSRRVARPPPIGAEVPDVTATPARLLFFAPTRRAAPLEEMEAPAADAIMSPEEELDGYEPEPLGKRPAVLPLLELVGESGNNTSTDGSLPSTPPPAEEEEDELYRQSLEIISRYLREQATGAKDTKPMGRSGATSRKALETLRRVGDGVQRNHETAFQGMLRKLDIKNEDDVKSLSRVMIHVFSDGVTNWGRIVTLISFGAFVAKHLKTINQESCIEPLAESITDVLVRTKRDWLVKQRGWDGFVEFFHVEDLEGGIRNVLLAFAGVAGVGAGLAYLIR
# MEX-5 binding: C. elegans MEX-5 TCR-2 RNA binding activity. MEX-5/FITC-TCR2 RNA binding, fluorescence polarization; hits give low values. activity score (negative = inhibition of binding), % at 10 µM. 300,000 tested, 0.38% active;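 active = inhibition past about -25% in most replicates, and total fluorescence under double the plate's negative control median, limit read from the data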;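 note: 0% = DMSO and -100% = 5 µM competing unlabeled TCR2 RNA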
# Target sequence (Q9XUB2 whole entry, looked up): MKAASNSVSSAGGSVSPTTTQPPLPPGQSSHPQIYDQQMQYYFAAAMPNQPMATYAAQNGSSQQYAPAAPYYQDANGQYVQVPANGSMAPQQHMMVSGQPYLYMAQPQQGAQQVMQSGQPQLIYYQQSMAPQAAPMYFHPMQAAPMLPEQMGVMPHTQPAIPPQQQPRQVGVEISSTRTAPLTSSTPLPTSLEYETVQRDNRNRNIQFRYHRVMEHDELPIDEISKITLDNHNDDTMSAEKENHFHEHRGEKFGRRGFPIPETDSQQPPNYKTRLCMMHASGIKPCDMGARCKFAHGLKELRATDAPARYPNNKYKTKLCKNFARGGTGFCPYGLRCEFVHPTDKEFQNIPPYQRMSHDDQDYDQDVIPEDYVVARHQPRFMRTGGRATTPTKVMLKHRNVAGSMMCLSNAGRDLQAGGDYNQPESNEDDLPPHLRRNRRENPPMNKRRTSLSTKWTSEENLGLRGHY
# Fam108B counter: Fam108B inhibition, counter-screen for RBBP9 inhibitors | recombinant Fam108B, FP-Rh probe fluorescence polarization | AID 1947 | inhibition, % at 9.51 µM | 300,000 tested, 0.33% active;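 active = inhibition above the screen mean inhibition plus 3 SD, computed separately per campaign, cut at about 18% in these data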;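 note: inhibitors lower polarization as less probe binds the enzyme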
# CIT2 TOR yeast: yeast TOR pathway CIT2-GFP modulation. GFP response vs DMSO, % at 10 µM. 320,000 tested, 0.065% active. S. cerevisiae CIT2-GFP strain, flow cytometry, 3 h; 100 means same as DMSO wells;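 active = GFP response relative to DMSO above a set limit, near the screen mean plus 3 SD, cut at about 150% in these data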;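 note: ratio of well median GFP fluorescence to mean of DMSO wells on the plate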
# Bcl-xL primary: inhibitors of human Bcl-xL; Q07817; GST-Bcl-xL / FITC-Bim BH3 peptide fluorescence polarization; inhibition, % at 10.9 µM; 320,000 tested, 0.7% active; AID 2129;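 active = inhibition above the mean of all tested compounds plus 3 SD, cutoff set per campaign, cut at about 30% in these data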;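 note: 0% = DMSO wells and 100% = unlabeled Bim-BH3 peptide competitor; inhibitors lower millipolarization by displacing the labeled peptide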
# Target sequence (Q07817 whole entry, looked up): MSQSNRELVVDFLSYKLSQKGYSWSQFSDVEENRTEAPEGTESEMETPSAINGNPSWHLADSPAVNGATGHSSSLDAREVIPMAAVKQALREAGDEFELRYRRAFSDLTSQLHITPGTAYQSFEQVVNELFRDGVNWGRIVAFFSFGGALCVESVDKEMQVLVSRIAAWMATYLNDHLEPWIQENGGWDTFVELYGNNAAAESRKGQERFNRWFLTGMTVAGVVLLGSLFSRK
# GLD-1 RNA inh: GLD-1-TGE RNA interaction inhibition (C. elegans); Q17339; purified GLD-1 + fluorescein TGE RNA, fluorescence polarization; inhibition, % at 5.96 µM; 320,000 tested, 0.44% active;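 active = percent inhibition above a per-plate cutoff, the plate mean of test compounds plus 3 SD, cut at about 30% in these data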;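 note: 0% = DMSO wells with GLD-1 and probe and 100% = wells lacking GLD-1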
# VLA-4 inh: inhibition in a human VLA-4 binding assay | VLA-4 expressing cells, ligand binding flow cytometry | inhibition, % (about 7 µM as worked out from the volumes in the protocol) | P13612 | 330,000 tested, 0.2% active; in the data active = inhibition above about 50%
# An asterisk follows results filed as active; . = not tested or not shown.
no.	canonical_smiles	AGP1 TOR yeast	GRK2 aptamer HTS	MCL1 BIM primary	MEX-5 binding	Fam108B counter	CIT2 TOR yeast	Bcl-xL primary	GLD-1 RNA inh	VLA-4 inh
1	Cc1sc2ncn(CC(=O)NCCCC(=O)N3CCC(C(N)=O)CC3)c(=O)c2c1C	88	1	-2	-0.8	-4	93	-2	0	5
2	C=CCC[C@@H](Cc1ccc(F)cc1)C(=O)OCCNC(=O)[C@@H](CC=C)CC(=O)N[C@H](CO)Cc1ccccc1	108	5	.	.	.	97	.	7	12
3	CNc1ccn(C2CCCO2)c(=O)n1 (stereo unspecified)	104	4	0	0.4	2	104	3	9	7
4	COc1ccc(/C=N/NC(=O)c2cc(-c3ccc(C)cc3C)nc3ccccc23)cc1COC(C)=O	96	6	4	2.3	-11	93	6	-6	36
5	CCOC(=O)c1c(C)c(C(=O)N2CCCCCC2)c(C)n1CC	105	0	-6	1.7	-2	108	-3	0	-2
6	O=C(CSc1cccc[n+]1[O-])NC1CCCCC1	101	0	.	.	.	104	.	3	-1
7	CCc1ccc(C(=O)COC(=O)CNC(=O)CNS(=O)(=O)c2ccccc2)cc1	108	0	-3	-1.0	-2	97	0	-2	2
8	O=C(NNc1ccccn1)C(c1ccccc1)c1ccccc1	82	0	1	3.9	1	84	2	-6	6
9	COc1ccc(C(=O)Nc2ccc(N3CCN(C(=O)c4ccccc4C)CC3)cc2)cc1	99	0	-12	-3.5	-4	93	-4	-1	3
10	COC(=O)Cc1cc(=O)[nH]c(/N=C(\N)Nc2ccc(C)cc2)n1	95	0	-6	-1.5	-5	96	2	7	17
11	CN(C)CCCNC(=S)N1CCN(c2nc(-c3ccccc3)cs2)CC1	96	0	1	-0.2	0	100	5	0	-6
12	O=C(CCC(=O)N1CCOc2ccccc21)NCCCN1CCOCC1	89	0	1	-2.3	-2	87	-1	5	2
13	Cc1ccc(C)c(C(=O)CCC(=O)NCc2ccc(Cl)cc2)c1	90	2	-11	2.6	-1	95	-3	4	15
14	COCCNC(=O)/C(C#N)=C\c1ccc(CNS(=O)(=O)c2ccccc2)o1	100	0	-2	-1.3	-5	92	5	4	-1
15	CC(=O)c1ccc(NC(=O)c2cc(S(=O)(=O)N3CCOCC3)ccc2C)cc1	116	3	-1	0.8	2	101	1	4	10
16	Cc1cc(C)c(C#N)c(N2CCSCC2)n1	96	14	9	-1.4	-1	92	9	2	1
17	O=S(=O)(c1ccc(Cl)s1)N1CCNCC1	101	2	.	.	.	97	.	0	-5
18	COc1ccc(CCN2C(=O)c3[nH]nc(-c4ccccc4O)c3C2c2cccc(O)c2)cc1OC (stereo unspecified)	114	0	1	3.1	-3	102	3	5	25
19	CNC(=O)C1CC(=O)N(Cc2ccccc2)C(=Nc2ccc(OC)cc2)S1 (stereo unspecified)	80	2	6	-1.1	3	98	4	-1	5
20	CC(=O)N1CCc2ccc(S(=O)(=O)N3CCN(C)CC3)cc21	93	17	5	-0.1	2	100	2	6	12
21	NC(=O)CSc1nc(C2CC2)nc2sc3c(c12)CCCC3	86	0	11	3.9	-2	79	2	9	-2
22	COC(=O)C1(NC(=O)NC2CCCCC2)CCCCC1	104	0	-7	1.0	1	94	3	3	14
23	Cc1ccc(C)n1NC(=O)c1ccc(Cl)cc1Cl	98	1	2	-0.3	4	108	0	11	-20
24	Cc1ccc2c(Cl)cc(Cl)c(OCC(=O)NC3CCS(=O)(=O)C3)c2n1 (stereo unspecified)	107	0	8	-2.4	2	109	3	4	0
25	CC(=O)N1CCN(S(=O)(=O)c2cccc(C(=O)Nc3ccccc3N3CCOCC3)c2)CC1	98	5	-11	-3.3	-7	103	-6	2	33
26	CCN(CC(=O)Nc1ccc2c(c1)OCCO2)C(=O)/C=C/c1ccccc1	102	1	5	-2.8	4	90	2	3	-10
27	N#CCSc1nnc(-c2cccnc2)n1-c1ccccc1	91	0	-5	1.0	2	91	-2	2	0
28	Cc1cc(C)nc(OC(C(=O)O)C(OCCc2ccccc2)(c2ccccc2)c2ccccc2)n1 (stereo unspecified)	90	2	4	1.6	0	91	-1	1	2
29	O=S(=O)(c1cccc(F)c1)N1CCc2sccc2C1c1ccc(OC(F)(F)F)cc1 (stereo unspecified)	112	2	1	1.0	-2	103	2	-2	1
30	C=CCNCCOCCOc1ccc(C)cc1Br	103	0	3	-1.5	-5	99	0	-5	28
31	COC(=O)Cn1cnc2sc3c(c2c1=O)CCCC3	103	2	1	1.7	-2	103	3	3	3
32	Cc1ccc(Nc2nc(C(=O)NCCCN3CCOCC3)cs2)cc1	102	2	-2	-0.3	3	103	2	-1	-9
33	CN(C)/C=C1\SC(=S)N(N2C(=O)C3C4C=CC(C4)C3C2=O)C1=O (stereo unspecified)	102	2	5	1.4	-4	100	-4	3	-1
34	Cc1occc1C(=O)Nc1ccc2ccccc2c1	91	0	-2	-1.4	1	110	0	0	-14
35	O=C(N/N=C/C=C/c1ccc([N+](=O)[O-])cc1)c1cccs1	101	0	13	-72*	-11	84	0	-22	-2
36	CCN(CC(=O)NCc1ccc(F)cc1)C(=O)/C=C/c1ccc(S(=O)(=O)N(CC)CC)cc1	108	0	1	-2.7	-2	105	4	4	4
37	O=C1CSC(c2ccc(Cl)c(Cl)c2)N1c1nccs1 (stereo unspecified)	111	1	13	.	.	113	3	-3	28
38	CCO/C(=C/c1sc2ccc(OC)cc2[n+]1CCCS(=O)(=O)[O-])CC	110	0	15	-0.2	4	.	12	-1	-3
39	O=C(N/N=C/c1[nH]c2ccccc2c1Cl)c1cccc(Br)c1	115	0	3	-0.7	-18	112	5	-1	11
40	CC(C)(C)CC(=O)Nc1cc2c3c(c1)CCC(=O)N3CCC2	92	0	4	0.0	-6	86	3	-1	4
41	Cc1nnc(SCC(=O)Nc2sccc2C#N)s1	93	2	53*	1.0	5	97	29	8	-3
42	O=C(COC(=O)Cc1ccccc1F)NCCNC(=O)COC(=O)Cc1ccccc1F	98	4	-7	-1.7	-2	104	0	-11	7
43	Cc1ccc(Cl)cc1N1CCN(C(=O)CCS(=O)(=O)c2ccc3c(c2)NC(=O)CO3)CC1	114	1	2	-2.9	-4	110	6	12	-9
44	CCc1ccc(NC(=O)Cn2cccc2)cc1	102	0	8	-1.3	1	101	5	2	6
45	Cc1nc(C(=O)N(C)C)nn1-c1ccc(Cl)cc1Cl	115	0	-2	0.6	0	111	2	3	-38
46	O=C(CCN1C(=O)S/C(=C\c2ccccc2)C1=O)Nc1ccc(S(=O)(=O)Nc2nccs2)cc1	97	1	10	-1.3	1	97	9	1	-9
47	NC(=O)C1CCN(c2ncnc3c2c(-c2ccccc2)cn3-c2ccccc2)CC1	100	0	7	-1.8	-2	97	10	-5	-7
48	CCOC(=O)/C(=N/Nc1ccccc1)c1csc(Nc2ccccc2)n1	99	2	-1	1.2	22*	95	3	-1	2
49	C=CCN(CC=C)S(=O)(=O)c1ccc(NC(=S)NC(=O)/C=C/c2ccccc2)cc1	102	0	12	-1.4	-3	97	3	8	12
50	Oc1c(Cl)cc(Cl)cc1/C=C/c1ccc2cccc(O)c2n1	.	0	-4	-2.4	6	78	4	-55	-45
51	COc1ccc(C(=O)NNC(=O)Cc2ccc(Cl)cc2)cc1	96	0	-7	0.7	1	105	3	0	11
52	COc1ccccc1NC(=S)N(Cc1ccco1)Cc1cc2cc(C)cc(C)c2[nH]c1=O	96	0	4	-1.3	-6	92	1	2	3
53	CCOc1ccc(OCCC(=O)N(CC(=O)Nc2ccccc2C(F)(F)F)Cc2ccco2)cc1	108	3	-8	1.5	-1	92	-5	5	4
54	Cc1cc(C(=O)NNc2c(Cl)cccc2Cl)n(C(C)(C)C)n1	113	0	15	.	-2	100	10	-4	-1
55	Cc1ccc(S(=O)(=O)N2CCOCC2)cc1NC(=O)COC(=O)CCC(=O)c1cccs1	102	0	7	1.4	0	.	5	3	11
56	CNC(=S)NNC(=O)CSCc1c(Cl)cccc1Cl	108	1	-6	0.4	1	102	-1	0	18
57	O=C(OC1CCOC1=O)c1cncc(Br)c1 (stereo unspecified)	104	0	-3	-1.9	-1	109	2	6	-12
58	Cc1cc(C)c(S(=O)(=O)NCCCn2ccnc2)cc1C	100	0	1	3.7	-4	106	3	8	10
59	O=C(COc1ccc(Cl)cc1Cl)OCC(=O)c1ccc[nH]1	97	3	6	.	.	101	4	3	12
60	Cc1sc2ncnc(SCC(=O)N3CCCC3=O)c2c1C	101	0	8	-3.3	1	91	3	-2	15

# Two compounds from above, reduced to Fam108B counter and MEX-5 binding:
cpd	SMILES	Fam108B counter	MEX-5 binding
33	CN(C)/C=C1\SC(=S)N(N2C(=O)C3C4C=CC(C4)C3C2=O)C1=O (stereo unspecified)	-4	1.4
34	Cc1occc1C(=O)Nc1ccc2ccccc2c1	1	-1.4

# Further entries follow:
no.	canonical_smiles	AGP1 TOR yeast	GRK2 aptamer HTS	MCL1 BIM primary	MEX-5 binding	Fam108B counter	CIT2 TOR yeast	Bcl-xL primary	GLD-1 RNA inh	VLA-4 inh
61	CCOc1ccccc1N(CC(=O)NCC1CCCO1)C(=O)CCC(=O)Nc1cc(C)on1 (stereo unspecified)	101	0	4	2.4	0	96	1	-2	-11
62	Cc1ccc2c(c1)C1CCCC3C1N2CC(=O)N3Cc1ccccc1 (stereo unspecified)	101	0	1	-0.7	1	97	4	5	-16
63	CCCn1nc(NS(=O)(=O)c2ccccc2)c2cc3cc(C)ccc3nc21	101	1	4	3.9	1	104	-1	-1	21
64	CC(=O)N1CCC(C(=O)NC2CCCc3c2cnn3-c2cc(F)cc(F)c2)CC1 (stereo unspecified)	101	0	-3	0.5	-2	96	4	-1	7
65	O=C(COC(=O)C1=COCCO1)NCc1ccc(Cl)cc1	103	0	0	-3.5	0	102	3	-1	20
66	O=C(O)c1cc(NS(=O)(=O)c2ccc(F)cc2)cc(NS(=O)(=O)c2ccc(F)cc2)c1	91	12	.	.	.	91	.	3	20
67	Cc1cc2ccccc2n2c(SCC(=O)NCC3CCCO3)nnc12 (stereo unspecified)	96	0	-4	0.8	-1	98	-2	1	7
68	Cc1cc(N2CC(C)OC(C)C2)n2cc(-c3ccccc3)nc2n1 (stereo unspecified)	99	0	-3	-1.1	13	110	-1	4	-26
69	CN(CCc1ccccn1)Cc1ccc(Cl)cc1	104	0	7	0.2	-1	97	6	0	12
70	Cc1nn(C)c(C)c1S(=O)(=O)NC1CCCc2ccccc21 (stereo unspecified)	100	0	-6	0.4	2	87	1	-1	-5
71	CC1CC(N(C(=O)c2ccc(Cl)cc2)c2ccccc2)c2ccccc2N1C(=O)c1ccco1 (stereo unspecified)	107	1	4	0.0	0	95	4	1	16
72	COc1ccc(C)cc1S(=O)(=O)Nc1cc2c3c(c1)CCC(=O)N3CCC2	113	0	-1	1.7	-1	99	5	3	0
73	Cc1ccc(NC(=O)COC(=O)Cc2csc(-c3ccc(Cl)cc3)n2)cc1C	90	0	-2	.	0	91	1	2	19
74	CCOc1ccccc1NC(=O)c1cc(-c2cc(OC)c(OC)c(OC)c2)nc2ccccc12	92	4	4	-2.1	-4	84	3	6	25
75	COc1ccccc1C(=O)NC(=O)COC(=O)c1cccc(OC(F)F)c1	103	2	-14	-2.5	0	86	-3	3	7
76	CCC(CO)Nc1ccc(-c2nn(C)c(=O)c3ccccc23)cc1[N+](=O)[O-] (stereo unspecified)	99	0	-7	-1.4	-2	106	0	3	2

# Source: PubChem BioAssay

# Hits appear at their usual frequency. About 2.2% of those tested had a hit in this group.
